M5 PAM – positive allosteric modulators of human muscarinic M5 receptor | P08912 | CHO-K1 hM5, Fluo-8 calcium, ACh EC20 PAM; 0% = ACh EC20, 100% = ACh EC100 | activation, % at 3 µM | hit rate 0.3% among 360,000;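 active means activation above the run cutoff, the mean activation of all test compounds plus 3 SD, cut at about 18% in these data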
Target sequence (P08912 whole entry, looked up): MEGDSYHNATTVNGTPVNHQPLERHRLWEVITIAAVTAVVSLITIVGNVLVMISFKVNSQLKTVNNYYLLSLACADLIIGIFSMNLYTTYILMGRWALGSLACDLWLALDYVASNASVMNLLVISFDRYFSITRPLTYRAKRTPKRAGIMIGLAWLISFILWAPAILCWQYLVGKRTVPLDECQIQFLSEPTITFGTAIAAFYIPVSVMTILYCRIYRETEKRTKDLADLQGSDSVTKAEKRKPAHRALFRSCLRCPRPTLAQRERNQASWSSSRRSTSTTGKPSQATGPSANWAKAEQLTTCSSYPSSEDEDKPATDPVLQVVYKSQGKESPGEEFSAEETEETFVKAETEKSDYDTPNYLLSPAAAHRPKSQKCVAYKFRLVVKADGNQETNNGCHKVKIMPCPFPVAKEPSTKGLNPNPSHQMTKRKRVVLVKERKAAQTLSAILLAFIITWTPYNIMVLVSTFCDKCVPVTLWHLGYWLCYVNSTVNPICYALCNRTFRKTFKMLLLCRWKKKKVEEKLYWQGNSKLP
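Assay system: CHO-K1 hM5 cells / Incubation: Fluo-8 loading 80 min at 37 °C plus 30 min room temperature / Technique: Fluo-8 calcium dye fluorescence, kinetic read / Repeats: single replicate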
TAAR1 ag – human TAAR1 agonism. Q96RJ0. CHO RD-HGA16 TAAR1, Fluo-8 calcium fluorescence; vehicle wells 0%, saturating PEA agonist 100%. activation, % at 3 µM. hit rate 0.99% among 360,000. AID 624467;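 active means activation above the mean activation of all test compounds in the run plus 3 SD, cut at about 38% in these data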
Target sequence (Q96RJ0 whole entry, looked up): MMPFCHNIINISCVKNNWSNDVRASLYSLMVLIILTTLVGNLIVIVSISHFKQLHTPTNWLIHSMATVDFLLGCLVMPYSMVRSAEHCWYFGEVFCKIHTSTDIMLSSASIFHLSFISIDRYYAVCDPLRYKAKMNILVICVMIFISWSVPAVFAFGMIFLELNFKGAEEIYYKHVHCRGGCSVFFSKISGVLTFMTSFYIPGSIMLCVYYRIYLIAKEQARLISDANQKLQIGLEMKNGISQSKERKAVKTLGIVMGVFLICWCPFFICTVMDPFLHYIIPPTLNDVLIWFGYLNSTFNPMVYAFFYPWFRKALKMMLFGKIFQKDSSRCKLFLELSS
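System: CHO-derived RD-HGA16 cells with stable Gα16 and human TAAR1. Times: 17-24 h plating, Fluo-8 75 min 37 °C, 30 min RT. Measured by: calcium-sensitive Fluo-8 signal, excitation 470-495, emission 515-575 nm. Read-out basis: % activation relative to PEA EC100 response. Control set: DMSO and PEA EC100. Repeats: no replicates (n 1).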
M4 ag – agonists of human muscarinic M4 receptor (CHRM4) | hit rate 0.14% among 360,000 | activation, % at 3 µM | CHO-K1 hM4/Gqi5, Fluo-8 calcium fluorescence; vehicle 0%, full acetylcholine response 100% | P08173;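 active means activation above the run mean over all test wells plus 3 SD, cut at about 32% in these data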;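 further: peak over basal fluorescence ratio per well then scaled between controls; 0% = DMSO wells and 100% = acetylcholine at EC100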
CHRM1 agonist – activates human CHRM1 receptor | P11229 | CHO-K1 hM1, Fluo-8 calcium fluorescence, agonist mode; 0% DMSO, 100% acetylcholine EC100 | activation, % at 3 µM | hit rate 0.33% among 360,000;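 active means activation above the run's mean compound activation plus 3 SD, cut at about 16% in these data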;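 further: peak over basal fluorescence ratio within a 140 s kinetic read after compound addition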
CHRM1 antagonist – blocks human M1 muscarinic receptor | CHO-K1 hM1, Fluo-8 calcium fluorescence, ACh EC80 antagonist | AID 588852 | inhibition, % at 3 µM | P11229 | hit rate 1.3% among 360,000;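 active means percent inhibition above its own plate's cutoff, namely the mean of that plate's compound wells plus 3 SD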;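 further: peak over basal fluorescence ratio during 140 s after agonist addition; 0% = ACh EC80 plus DMSO and 100% = DMSO alone without agonist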
M5 ag – agonists of human muscarinic M5 receptor (CHRM5). AID 624037. activation, % at 3 µM. CHO-K1 hM5 cells, Fluo-8 calcium fluorescence; 0% DMSO wells, 100% maximal acetylcholine response. hit rate 0.19% among 360,000;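 active means activation above the run's mean over test compounds plus 3 SD, cut at about 23% in these data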;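 further: signal is peak over basal fluorescence ratio across the kinetic read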
CHRM4 antagonist – antagonists of human muscarinic M4 receptor (CHRM4) | CHO-hM4 cells, ACh EC80, Fluo-8 calcium fluorescence | inhibition, % at 3 µM | hit rate 0.73% among 360,000;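 active means inhibition above its plate's cutoff, the mean inhibition of sample wells plus 3 SD, cut at about 27% in these data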;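 further: 0% = acetylcholine EC80 with DMSO and 100% = DMSO without agonist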
CHRM5 antagonist – antagonists of human muscarinic M5 receptor (CHRM5) | P08912 | CHO-hM5 cells, Fluo-8 calcium fluorescence, ACh EC80 | inhibition, % at 3 µM | hit rate 0.59% among 360,000;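 active means inhibition above a per-plate cutoff, the mean of that plate's test compounds plus 3 SD, cut at about 27% in these data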;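 further: 0% = acetylcholine EC80 with DMSO and 100% = DMSO without agonist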
M1 PAM – human CHRM1 positive allosteric modulation. CHO-K1 hM1, Fluo-8 calcium fluorescence, ACh EC20; 0% = ACh EC20, 100% = maximal ACh. activation, % at 3 µM. hit rate 0.088% among 360,000; in the data active means activation above about 19%, passing the limit was not always enough
* = called active by the depositor; x = no result given.

SMILES | M5 PAM | TAAR1 ag | M4 ag | CHRM1 agonist | CHRM1 antagonist | M5 ag | CHRM4 antagonist | CHRM5 antagonist | M1 PAM
C[C@H](NC(=O)C[C@@H]1C=C[C@@H](NC(=O)CN2CCOCC2)[C@@H](CO)O1)c1ccccc1 | 2 | 5 | 1 | x | x | 2 | -1 | 4 | x
Cc1occc1C(=O)N1N=C(C2CC2)CC1(O)C(F)(F)F (centres undefined) | 4 | 5 | 0 | -2 | -5 | -1 | 10 | -2 | 8
CCCn1c(N)c(C(=O)CN(C)CC(=O)Nc2ccccc2CC)c(=O)[nH]c1=O | 7 | 5 | 0 | -7 | -11 | 2 | -12 | -5 | 15
CC(C)CCNC(=O)CC1C(=O)N(Cc2ccccc2)C(C)c2nc3ccccc3n21 (centres undefined) | -4 | 6 | x | -3 | -3 | 0 | 1 | 3 | 5
COC(=O)c1ccc(COC(=O)c2cc3ccccc3oc2=O)cc1 | 3 | 3 | 0 | -1 | -15 | 2 | -8 | 7 | 19
COc1ccc(S(=O)(=O)N2CCCC(C(=O)N3CCCCCC3)C2)cc1 (centres undefined) | 0 | x | 3 | -3 | 16 | 1 | 7 | -3 | -4
CC1CCN(S(=O)(=O)c2ccc(NC(=O)CNC3CCCCC3)cc2)CC1 | -1 | 14 | 4 | -5 | -11 | 1 | 3 | 12 | 15
O=C(Nc1cnn(Cc2ccc(Cl)cc2)c1)c1ccc([N+](=O)[O-])cc1 | 1 | 21 | 3 | -2 | -26 | -3 | -9 | -1 | 5
O=C(O)/C(=C\c1cccs1)c1ccccc1 | -2 | 5 | 1 | -3 | 1 | -3 | -5 | -4 | 4
O=C1C(C2=NC(C(=O)O)C3C(=O)N(c4ccc(Cl)cc4)C(=O)C23)=C(O)c2ccccc21 (centres undefined) | -3 | -1 | 1 | -4 | -6 | -5 | 0 | 5 | 3
Cc1nc2ccc(NC(=O)N3CCC(c4ccccc4)C3)cc2nc1C (centres undefined) | -4 | 3 | 1 | -1 | -5 | 0 | 2 | 4 | 3
Cc1cccc(C(=O)OCCN2CCOCC2)c1 | 2 | 0 | 0 | -5 | -6 | -2 | 7 | 9 | 3
Cc1ccc2sc(NC(=O)CSc3nc(C)cc(C)c3C#N)nc2c1 | 4 | 7 | 0 | -6 | -10 | 3 | -3 | -6 | 0
CNc1snc(C)c1C(=O)OCC(=O)N(C)Cc1ccccc1 | -11 | 2 | 9 | 1 | 8 | 7 | 3 | 6 | -6
COc1cccc(/C=C/C(=O)OCC(=O)NC2CC2)c1OC | 9 | 12 | 1 | 0 | -10 | 3 | 11 | 3 | 1

Rewritten with two lines to a compound: part of the list above.
Values in the order – M5 PAM | TAAR1 ag | M4 ag | CHRM1 agonist | CHRM1 antagonist | M5 ag | CHRM4 antagonist | CHRM5 antagonist | M1 PAM
CC(C)CCNC(=O)CC1C(=O)N(Cc2ccccc2)C(C)c2nc3ccccc3n21 (centres undefined)
  -4 | 6 | x | -3 | -3 | 0 | 1 | 3 | 5
COC(=O)c1ccc(COC(=O)c2cc3ccccc3oc2=O)cc1
  3 | 3 | 0 | -1 | -15 | 2 | -8 | 7 | 19
COc1ccc(S(=O)(=O)N2CCCC(C(=O)N3CCCCCC3)C2)cc1 (centres undefined)
  0 | x | 3 | -3 | 16 | 1 | 7 | -3 | -4
CC1CCN(S(=O)(=O)c2ccc(NC(=O)CNC3CCCCC3)cc2)CC1
  -1 | 14 | 4 | -5 | -11 | 1 | 3 | 12 | 15

Remaining list, next part:
SMILES | M5 PAM | TAAR1 ag | M4 ag | CHRM1 agonist | CHRM1 antagonist | M5 ag | CHRM4 antagonist | CHRM5 antagonist | M1 PAM
O=C(Nc1nnc(-c2cccs2)o1)c1cccc(F)c1 | -1 | 4 | 3 | 0 | 3 | 1 | -3 | -2 | -1
Cc1cc(-c2sccc2Br)nc(-n2cccc2)n1 | 6 | 8 | 2 | -5 | 2 | -1 | -16 | -5 | -3
Cc1ccccc1NC(=O)c1ccccc1NC(=O)c1ccccc1F | 1 | 0 | 2 | -6 | -12 | -4 | -8 | -1 | 7
O=C(Nc1ccc2nc(C3CC3)n(Cc3ccccc3)c(=O)c2c1)C1CC1 | 1 | 0 | 1 | -3 | -12 | 0 | 3 | 5 | 9
COc1ccc(S(=O)(=O)N2CCN(S(=O)(=O)c3ccc4c(c3)OCCO4)CC2)cc1 | 3 | -3 | 1 | -5 | -11 | -3 | 4 | 0 | 8
O=C1OCCC1Sc1nnnn1-c1ccc(Cl)cc1 (centres undefined) | 5 | 3 | 1 | -6 | 4 | -1 | 3 | 2 | 0
O=C(NCCNC(=O)c1ccc(Cl)cc1Cl)c1ccccn1 | -2 | 0 | 1 | -3 | 6 | -3 | 2 | 12 | -2
CCc1ccc(-c2cc(C)no2)cc1S(=O)(=O)N1CCN(c2ccccc2F)CC1 | 0 | 1 | 0 | -2 | -1 | 2 | -5 | -15 | 1
COc1ccc(S(=O)(=O)N2CCN(c3ncccn3)CC2)cc1OC | 7 | 4 | 1 | -2 | -11 | 7 | -1 | -4 | 5
COCCCN(C(=O)Cc1ccc(Cl)c(Cl)c1)c1c(N)n(Cc2ccccc2)c(=O)[nH]c1=O | 2 | 0 | 0 | -3 | -10 | -1 | -6 | 7 | 6
Cc1ccc(S(=O)(=O)NC(=NCC(=O)O)c2ccc(F)cc2)cc1 | 0 | 3 | 0 | -6 | -4 | -2 | 9 | -1 | 6
O=C(NNC1=Nc2cccc3cccc1c23)c1ccc(Br)cc1 | 3 | 12 | 4 | -4 | -2 | 0 | -17 | -9 | -2
Cc1cc2cc(C(c3nnnn3CC3CCCO3)N3CCCc4ccccc43)c(=O)[nH]c2cc1C (centres undefined) | -1 | 6 | 2 | -4 | -4 | 2 | -10 | -7 | 6
CC1CCCN(CC(O)COc2ccc(-c3ccccc3)cc2)C1 (centres undefined) | -3 | 18 | 5 | -8 | 0 | -4 | -9 | 11 | -1
COC(=O)c1ccccc1C(=O)N1CCOCCN(C(=O)c2ccccc2C(=O)OC)CCOCC1 | 2 | -1 | 0 | -4 | -14 | -2 | 12 | 2 | 8
CSc1nc2nc3c(cc2c(=O)n1-c1ccccc1C)CCCC3 | -3 | 10 | 9 | 1 | 1 | 6 | 1 | 9 | -1
CC1CCCC(NC(=O)COC(=O)c2ccccc2C(=O)N(C)C2CCCCC2)C1C (centres undefined) | -4 | -3 | 0 | -5 | -10 | -1 | -4 | 10 | 10
O=C(CCCSc1nc2ccccc2[nH]1)Nc1nnc(-c2ccccc2)o1 | -3 | 0 | -1 | -4 | 2 | -2 | -5 | 4 | 2
COc1ccc(CNCc2ccc(C)cc2)c(OC)c1 | 0 | 0 | 3 | -8 | -11 | -3 | -4 | 9 | 8
CC(C)Cc1nc(N2CCOCC2)c(C#N)c2c1COC(C)(C)C2 | -2 | 6 | 0 | -3 | 1 | -2 | -8 | 3 | -5
CCOc1ccc(NC(=O)C2C3C=CC4(O3)C2C(=O)N(Cc2cccnc2)C4C(=O)NC2CCCCC2)cc1 (centres undefined) | 0 | x | 0 | -5 | -1 | -1 | -1 | 8 | 5
NC(=O)NC(=O)COC(=O)c1ccc(Cl)c(S(=O)(=O)N(Cc2ccccc2)c2ccc(Cl)cc2)c1 | -7 | 8 | -1 | -8 | -12 | -1 | -4 | -3 | 5
Cn1cccc1C(=O)NC(=O)COC(=O)CC12CC3CC(CC(C3)C1)C2 | 1 | 8 | 3 | -2 | 8 | -2 | 1 | -4 | -3
COc1ccc2[nH]c(=O)c(CN(C)C(=O)COc3ccccc3)cc2c1 | 4 | 4 | 2 | -2 | -19 | 1 | -7 | -3 | 3
CCCCn1nnnc1C(c1ccccc1)N1CCN(Cc2c(F)cccc2Cl)CC1 (centres undefined) | 0 | 4 | 0 | x | x | -2 | -2 | 3 | x
Nc1nc(SCC(=O)Nc2cc(Cl)ccc2Cl)n[nH]1 | 8 | 4 | 3 | 4 | -12 | 6 | -5 | 11 | 14
O=C(NCCCN1CCN(c2ccccc2F)CC1)C1CCCN(S(=O)(=O)c2cnc[nH]2)C1 (centres undefined) | 1 | 1 | 0 | -11 | -22 | 0 | -8 | 2 | 10
Cc1cc(C(=O)COC(=O)c2ccc(NC(=O)CC#N)cc2)c(C)n1-c1ccc(OC(F)F)cc1 | -5 | 0 | 2 | -1 | -4 | -2 | 5 | 19 | 7
CCOCCCNC(=O)C(NC(=O)c1ccc(=O)[nH]c1)c1ccccc1 (centres undefined) | 2 | 15 | 0 | 10 | -15 | -1 | -5 | -6 | 7
Cc1cccc(NC(=O)N2CCC(c3nc4ccccc4o3)CC2)c1 | -4 | 10 | 1 | -6 | -4 | -4 | 0 | 1 | 4
CCOc1ccc(NC(=O)[C@@H]2CCCN2C(=O)c2cccs2)cc1S(=O)(=O)N1CCCCC1 | -7 | 2 | 4 | -3 | -11 | 3 | 7 | 5 | 7
Cc1c(Br)cc(C(=O)NC2CCCCC2)c(C)c1C | -3 | 6 | 3 | -6 | -8 | 1 | -4 | 0 | 9
O=C(c1cc(N2C(=O)C3C4CCC(C4)C3C2=O)ccc1Cl)N1CCN(c2ccc(F)cc2)CC1 (centres undefined) | -11 | 20 | 11 | -2 | 6 | 7 | -2 | 3 | -3
CCCCSc1nc2c(cnn2-c2ccc(C)c(C)c2)c(=O)[nH]1 | -4 | -1 | 0 | 1 | 3 | 2 | -2 | 5 | 2
Cc1ccc(C)c(NCc2ccccc2CO)c1 | 7 | -2 | 0 | -7 | -15 | -9 | -9 | 8 | 5
N/C(=N\OC(=O)CCC1CCCC1)c1cccc([N+](=O)[O-])c1 | 1 | 3 | 0 | -3 | -12 | 0 | 6 | 2 | 5
Cc1cc(C)nc(Nc2ncc(O)n2-c2ccccc2)n1 | 1 | 12 | 1 | -4 | -5 | 0 | 9 | 2 | -2
OCC(O)CN1CCCC1 (centres undefined) | 0 | 0 | 1 | -2 | -4 | -1 | -5 | 3 | 7
CC1CCC(=O)N(CCSc2ccccc2)CC1 (centres undefined) | 8 | 16 | 1 | -7 | -3 | -2 | -6 | -1 | 8
CC(=C/C(=O)O)/C=C/c1ccc([N+](=O)[O-])cc1 | -4 | 1 | 0 | -5 | -11 | 0 | 2 | -1 | 6
CCCCn1c(CN2C(=O)c3ccccc3C2=O)nc2ccccc2c1=O | 4 | 14 | 0 | -3 | -11 | -3 | -8 | 6 | 0
Cc1ccc(-c2nnc3ccc(SCC(=O)N4CCc5ccccc54)nn23)cc1 | 3 | 1 | 2 | 2 | -21 | 2 | -1 | -7 | 24
CNC(=O)C[C@H]1C(=O)N(Cc2ccccc2)C[C@@H]1Cc1ccccc1 | 0 | 0 | 1 | -1 | 1 | 2 | -12 | 1 | -1
COc1ccc(-c2cc(C(=O)N/N=C(\C)c3cccnc3)c3ccccc3n2)cc1 | 4 | 2 | 2 | 1 | -27 | -3 | -2 | -8 | 12
CC1=C(C(=O)N(C(C)C)C(C)C)CC(CC(=O)NCCCCc2ccccc2)C(=O)N1Cc1ccc(C(C)(C)C)cc1 (centres undefined) | -4 | -2 | 0 | -2 | 9 | 0 | -1 | 2 | -2
CCOC(=O)N1CCN(C(=O)CNC(=O)c2ccc(Br)o2)CC1 | -9 | 2 | 0 | -2 | -2 | -4 | -8 | 16 | 1

High-throughput results from PubChem BioAssay.

An excerpt; the hit share may differ from the screen's.
